p47phox inh: blocks human p47phox regulatory protein of NADPH oxidases | P14598 | p47phox/p22phox peptide binding, fluorescence polarization, 2 h | inhibition, % at 24.7 µM | 220,000 compounds, 0.53% hits | AID 1274;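 active = inhibition above about 30%, limit read from the data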;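 also: 0% = p47phox with labelled peptide and 100% = labelled peptide alone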
Target sequence (P14598 whole entry, looked up): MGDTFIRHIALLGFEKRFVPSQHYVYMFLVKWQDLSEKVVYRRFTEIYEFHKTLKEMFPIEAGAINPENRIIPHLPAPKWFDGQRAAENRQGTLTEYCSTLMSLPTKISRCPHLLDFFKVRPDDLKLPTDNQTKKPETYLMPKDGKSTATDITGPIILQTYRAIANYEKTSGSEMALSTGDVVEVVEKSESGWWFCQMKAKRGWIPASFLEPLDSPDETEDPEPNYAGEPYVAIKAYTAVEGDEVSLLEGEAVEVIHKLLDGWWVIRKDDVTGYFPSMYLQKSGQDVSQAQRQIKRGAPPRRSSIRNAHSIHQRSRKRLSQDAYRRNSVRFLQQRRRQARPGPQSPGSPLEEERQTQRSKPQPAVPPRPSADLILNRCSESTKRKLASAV
BaF3 tox: reduces parental Ba/F3 cell viability, JAK2V617F counter-screen | inhibition, % at 5.6 µM | CellTiter-Glo ATP luminescence | 220,000 compounds, 1.1% hits | AID 1486;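 active = inhibition above a per-campaign cutoff, the mean inhibition of all tested compounds plus 3 SD, cut at about 27% in these data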;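 also: 0% = DMSO wells and 100% = JAK Inhibitor I control wells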
S1P4 agonist: human S1P4 receptor agonism | S1P4-expressing cell line, agonist reporter assay | O95977 | AID 1509 | 220,000 compounds, 0.35% hits | activation, % at 4.98 µM; in the data active = activation above about 11%;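 also: 0% = DMSO vehicle and 100% = reference agonist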
NPY-Y1 PAM-ag: potentiators or agonists of human neuropeptide Y receptor Y1; 220,000 compounds, 0.37% hits; activation, % at 3.6 µM; P25929; AID 1304; NPY-Y1 expressing cells, potentiator/agonist activation; in the data active = activation above about 33%, passing the limit was not always enough;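 also: cells stimulated with NPY at EC10 then isoproterenol at EC100; 0% = low agonist plus stimulus and 100% = saturating agonist plus stimulus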
Target sequence (P25929 whole entry, looked up): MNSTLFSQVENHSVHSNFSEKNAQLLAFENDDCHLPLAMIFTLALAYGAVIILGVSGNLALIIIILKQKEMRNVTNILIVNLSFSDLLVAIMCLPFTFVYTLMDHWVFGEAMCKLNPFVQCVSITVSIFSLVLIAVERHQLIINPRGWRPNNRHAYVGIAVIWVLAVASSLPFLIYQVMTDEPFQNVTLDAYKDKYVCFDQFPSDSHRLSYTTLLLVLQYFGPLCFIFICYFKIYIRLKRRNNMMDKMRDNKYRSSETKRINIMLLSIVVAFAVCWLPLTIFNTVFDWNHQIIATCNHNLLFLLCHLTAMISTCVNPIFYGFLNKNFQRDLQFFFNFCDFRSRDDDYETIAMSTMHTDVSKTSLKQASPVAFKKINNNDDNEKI
S1P4 antag: human S1P4 receptor antagonism; O95977; 220,000 compounds, 0.26% hits; AID 1510; S1P4-expressing cells, antagonist mode, reporter read-out; inhibition, % at 4.98 µM; in the data active = inhibition above about 29%;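 also: 0% = wells stimulated with agonist and 100% = vehicle wells without agonist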
NPY2 pot ag: potentiates or activates human NPY-Y2 receptor. cells expressing NPY-Y2, potentiator/agonist read-out. activation, % at 3.6 µM. 220,000 compounds, 0.45% hits; in the data active = activation above about 27%;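 also: cells stimulated with NPY near EC25 plus isoproterenol at EC100; 0% = vehicle plus submaximal agonist and 100% = vehicle plus saturating agonist; some results beyond the cut were filed as inactive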
Ba/F3 V617F tox: lowers viability of Ba/F3 cells expressing EpoR and JAK2V617F; ATP luminescence; inhibition, % at 5.6 µM; 220,000 compounds, 1.1% hits; AID 1446;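 active = inhibition above the campaign mean plus 3 SD over all tested compounds, cut at about 24% in these data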;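 also: cytokine-independent growth of Ba/F3 cells driven by EpoR plus mutant JAK2; 0% = DMSO-treated cells and 100% = JAK inhibitor I control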
NPY Y1 blocker: blocks the human neuropeptide Y Y1 receptor. HEK293-CNG Y1 cells, membrane potential fluorescence; NPY at EC95, then isoproterenol. inhibition, % at 3.6 µM. 200,000 compounds, 1% hits;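 active = inhibition above the campaign mean inhibition of all tested compounds plus 3 SD, cut at about 20% in these data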;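 also: 0% = DMSO wells given NPY plus isoproterenol and 100% = isoproterenol alone without NPY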
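Material: HEK293 Y1/CNG channel cell line | Also added: NPY (25 nM), isoproterenol (1 µM), Ro 20-1724 (25 µM) | Compound: One concentration, 3.6 µM, in 0.4% DMSO | Schedule: 3 h dye uptake, 1 h room-temperature compound, 45 min post-isoproterenol | Signal: Membrane-potential fluorescent dye readout | Read-out: % inhibition of NPY effect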
CHOP inhibitor: inhibitors of CHOP induction in ER stress response; 220,000 compounds, 3.8% hits; CHO-K1 CHOP-promoter luciferase, tunicamycin-induced, 15-18 h; inhibition, % at 10 µM;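 active = compounds that reduced the stress-induced luciferase reporter signal by more than about 70% of percent inhibition, limit read from the data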;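 also: 0% = tunicamycin plus vehicle and 100% = wells without tunicamycin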
The depositor's hits bear a star.

Screening COc1ccc(OC)c2c1sc(=NC(=O)C(C)C)n2C returned p47phox inh -6, BaF3 tox 2, S1P4 agonist 0.4, NPY-Y1 PAM-ag -8, S1P4 antag -19, NPY2 pot ag -17, Ba/F3 V617F tox -1, NPY Y1 blocker 10 and CHOP inhibitor 11.
Screening O=c1cc(O)c(-c2cccc(Cl)c2)c(Cl)[nH]1 returned p47phox inh 0, BaF3 tox 3, S1P4 agonist -3.2, NPY-Y1 PAM-ag 8, S1P4 antag -14, NPY2 pot ag 12, Ba/F3 V617F tox -2, NPY Y1 blocker 0 and CHOP inhibitor 17.
For Cc1cc(/C=C(\C#N)C(=O)O)c(C)n1C1CC1 the results were p47phox inh -1, BaF3 tox -1, S1P4 agonist 0.6, NPY-Y1 PAM-ag 1, S1P4 antag 0, NPY2 pot ag 2, Ba/F3 V617F tox 1, NPY Y1 blocker -3 and CHOP inhibitor -3.
For COc1cccc(-n2nc(-c3ccnn3-c3cccc(Cl)c3)c(=O)n(C)c2=O)c1 the results were p47phox inh -12, BaF3 tox -2, S1P4 agonist -0.5, NPY-Y1 PAM-ag 0, S1P4 antag -12, NPY2 pot ag -11, Ba/F3 V617F tox 0 and CHOP inhibitor -2.
`CCOc1cccc(C(=O)N2CCCCC2c2cccnc2)c1` (centres undefined) gave p47phox inh -10, BaF3 tox 10, S1P4 agonist 0.1, NPY-Y1 PAM-ag -10, S1P4 antag 5, NPY2 pot ag 4, Ba/F3 V617F tox 3, NPY Y1 blocker 5 and CHOP inhibitor -6.
For CCOC(=O)C1(CC2CCCCO2)CCN(C(=O)Nc2ccccc2)CC1 (centres undefined) the results were p47phox inh 7, BaF3 tox 1, S1P4 agonist -0.8, NPY-Y1 PAM-ag -2, S1P4 antag 18, NPY2 pot ag -12, Ba/F3 V617F tox -1, NPY Y1 blocker 6 and CHOP inhibitor -4.
`CN(C)S(=O)(=O)c1cccc(NC(=S)Nc2cc(Cl)cc(Cl)c2)c1` gave p47phox inh -39, BaF3 tox 2, S1P4 agonist -0.3, NPY-Y1 PAM-ag -16, S1P4 antag 2, NPY2 pot ag -12, Ba/F3 V617F tox 0, NPY Y1 blocker 2 and CHOP inhibitor 19.
Screening CSc1ccc(/C=N/n2c(C)nnc2C)cc1 returned p47phox inh 3, BaF3 tox 5, S1P4 agonist 1.5, NPY-Y1 PAM-ag 16, S1P4 antag -1, NPY2 pot ag 15, Ba/F3 V617F tox -2, NPY Y1 blocker 8 and CHOP inhibitor -8.
COc1ccc(NC(=O)c2cc3nc(-c4ccccc4)cc(-c4ccccc4)n3n2)c(OC)c1 was read as p47phox inh -19, BaF3 tox 7, S1P4 agonist 0.3, NPY-Y1 PAM-ag -16, S1P4 antag -8, NPY2 pot ag -21, Ba/F3 V617F tox 2, NPY Y1 blocker 12 and CHOP inhibitor -2.
`CC(=O)Cc1nsc(NC(=O)c2ccc(-c3cccc(C(F)(F)F)c3)o2)n1` gave p47phox inh -18, BaF3 tox 6, S1P4 agonist 1.3, NPY-Y1 PAM-ag -2, S1P4 antag 15, NPY2 pot ag -8, Ba/F3 V617F tox 6, NPY Y1 blocker 2 and CHOP inhibitor 9.
Screening O=C(c1ccccc1)N1CCn2c(nc3ccccc32)C1 returned p47phox inh -3, BaF3 tox 0, S1P4 agonist 1.0, NPY-Y1 PAM-ag 4, S1P4 antag -10, NPY2 pot ag 11, Ba/F3 V617F tox -3, NPY Y1 blocker -2 and CHOP inhibitor -9.
O=C(/C=C/c1ccc([N+](=O)[O-])cc1)NCc1cccs1 was read as p47phox inh -3, BaF3 tox -1, S1P4 agonist 3.6, NPY-Y1 PAM-ag 7, S1P4 antag 2, NPY2 pot ag 7, Ba/F3 V617F tox -4, NPY Y1 blocker -3 and CHOP inhibitor 36.
For Cc1ccc(CNC(=O)C2CN(S(C)(=O)=O)c3cc(Cl)ccc3O2)cc1 (centres undefined) the results were p47phox inh -5, BaF3 tox 9, S1P4 agonist 63*, NPY-Y1 PAM-ag -7, S1P4 antag -23, NPY2 pot ag -8, Ba/F3 V617F tox 3, NPY Y1 blocker 1 and CHOP inhibitor 8.
N#CC1=C(SCc2ccccc2)NC2=C(C(=O)CCC2)C1c1ccc2c(c1)OCO2 (centres undefined) was read as p47phox inh -23, BaF3 tox 4, S1P4 agonist -2.0, NPY-Y1 PAM-ag -15, S1P4 antag 8, NPY2 pot ag 10, Ba/F3 V617F tox -1, NPY Y1 blocker -2 and CHOP inhibitor 10.
Screening CC(=O)N1CCN(c2ccccc2NC(=O)COc2ccc(Cl)cc2Cl)CC1 returned p47phox inh -18, BaF3 tox 2, S1P4 agonist -0.2, NPY-Y1 PAM-ag -10, S1P4 antag -18, NPY2 pot ag -8, Ba/F3 V617F tox -2, NPY Y1 blocker 9 and CHOP inhibitor 16.
Screening COc1ccccc1C(C#N)N1N=C(C)CC1(C)C (centres undefined) returned p47phox inh -17, BaF3 tox 6, S1P4 agonist 0.9, NPY-Y1 PAM-ag 11, S1P4 antag -25, NPY2 pot ag 16, Ba/F3 V617F tox 1, NPY Y1 blocker -4 and CHOP inhibitor 2.
O=C(O/N=C1\CCCc2ccccc21)c1ccc(F)cc1 was read as p47phox inh -13, BaF3 tox 2, S1P4 agonist -0.1, NPY-Y1 PAM-ag -11, S1P4 antag -16, NPY2 pot ag 7, Ba/F3 V617F tox 5, NPY Y1 blocker -3 and CHOP inhibitor 72*.
Screening CCOc1cc(C2NC(=O)NC(c3ccccc3)=C2C(C)=O)ccc1OC(C)=O (centres undefined) returned p47phox inh -2, BaF3 tox 1, S1P4 agonist 1.2, NPY-Y1 PAM-ag -7, S1P4 antag 2, NPY2 pot ag 1, Ba/F3 V617F tox -4, NPY Y1 blocker 4 and CHOP inhibitor 38.
`CN(C)C(=O)CNC(=O)C1CCCCC1` gave p47phox inh -10, BaF3 tox 4, S1P4 agonist -0.6, NPY-Y1 PAM-ag 16, S1P4 antag -9, NPY2 pot ag -6, Ba/F3 V617F tox 4, NPY Y1 blocker -1 and CHOP inhibitor 25.
`Cc1ccc(NC(=O)c2cc(NC(=O)C3CC=CCC3C(=O)O)ccc2N2CCOCC2)cc1` (centres undefined) gave p47phox inh -3, BaF3 tox 2, S1P4 agonist -1.0, NPY-Y1 PAM-ag 1, S1P4 antag -20, NPY2 pot ag 8, Ba/F3 V617F tox -1, NPY Y1 blocker -8 and CHOP inhibitor 14.
Screening O=C(NCc1ccco1)/C(=C\C=C\c1ccccc1)NC(=O)c1ccccc1Br returned p47phox inh 2, BaF3 tox 8, S1P4 agonist 0.1, NPY-Y1 PAM-ag 5, S1P4 antag 8, NPY2 pot ag -13, Ba/F3 V617F tox 5, NPY Y1 blocker 4 and CHOP inhibitor 40.
`O=C(CSCc1c(F)cccc1Cl)Nc1ccccc1C(=O)N1CCOCC1` gave p47phox inh -2, BaF3 tox 3, S1P4 agonist 0.1, NPY-Y1 PAM-ag -6, S1P4 antag 16, NPY2 pot ag 4, Ba/F3 V617F tox 1, NPY Y1 blocker -6 and CHOP inhibitor 12.
`COc1cccc(C(=O)Nc2nc(-c3ccc4c(c3)OCO4)cs2)c1` gave p47phox inh -10, BaF3 tox 3, S1P4 agonist 2.4, NPY-Y1 PAM-ag -10, S1P4 antag -5, NPY2 pot ag -11, Ba/F3 V617F tox -2, NPY Y1 blocker 11 and CHOP inhibitor 56.
For Cc1cc(/C=C2\SC(=O)NC2=O)c(C)n1-c1ccc(N2CCOCC2)cc1 the results were p47phox inh -26, BaF3 tox -3, S1P4 agonist 1.7, NPY-Y1 PAM-ag 13, S1P4 antag -1, NPY2 pot ag -1, Ba/F3 V617F tox 1 and CHOP inhibitor -10.
`Cc1cc(NCCCn2ccnc2)n2nc(C)c(-c3ccc(Cl)cc3)c2n1` gave p47phox inh 2, BaF3 tox 9, S1P4 agonist -2.7, NPY-Y1 PAM-ag 40, S1P4 antag 9, NPY2 pot ag 22, Ba/F3 V617F tox 2, NPY Y1 blocker -11 and CHOP inhibitor 12.
COc1ccc2c(C)c(C)c(=O)oc2c1OC was read as p47phox inh -5, BaF3 tox 10, S1P4 agonist -1.8, NPY-Y1 PAM-ag -15, S1P4 antag -13, NPY2 pot ag -19, Ba/F3 V617F tox 3, NPY Y1 blocker 4 and CHOP inhibitor 11.
COc1ccc(CC(=O)N/N=C/C=C/c2ccc3c(c2)OCO3)cc1OC was read as p47phox inh 4, BaF3 tox 3, S1P4 agonist -0.3, NPY-Y1 PAM-ag -4, S1P4 antag 2, NPY2 pot ag -21, Ba/F3 V617F tox -5 and CHOP inhibitor 18.
CCO[C@H]1OC(C(=O)N2CCN(Cc3ccc4c(c3)OCO4)CC2)=C[C@@H](C)[C@@H]1CCCO was read as p47phox inh -4, BaF3 tox -3, S1P4 agonist -0.6, NPY-Y1 PAM-ag -1, S1P4 antag -22, NPY2 pot ag -4, Ba/F3 V617F tox -2, NPY Y1 blocker -4 and CHOP inhibitor 16.
`Cc1cc(CNC(=O)CC2C(=O)NCCN2CC(C)(C)C)nn1C` (centres undefined) gave p47phox inh 12, BaF3 tox 7, S1P4 agonist -1.2, NPY-Y1 PAM-ag -13, S1P4 antag -7, NPY2 pot ag -14, Ba/F3 V617F tox 5, NPY Y1 blocker 4 and CHOP inhibitor 12.
For CC1(C)N=C(c2cccc(F)c2)C(=O)N1 the results were p47phox inh -4, BaF3 tox 1, S1P4 agonist 1.3, NPY-Y1 PAM-ag 8, S1P4 antag -7, NPY2 pot ag -5, Ba/F3 V617F tox -2, NPY Y1 blocker -4 and CHOP inhibitor -11.
`COc1ccc(-c2c(C)n([O-])c3c([n+]2=O)CCCC3)cc1OC` gave p47phox inh -11, BaF3 tox 3, S1P4 agonist 2.0, NPY-Y1 PAM-ag -5, S1P4 antag -4, NPY2 pot ag 0, Ba/F3 V617F tox -1, NPY Y1 blocker 3 and CHOP inhibitor -1.
`Cc1noc(/C=C/c2ccco2)c1S(=O)(=O)N1CCC(C(=O)N(C)Cc2ccccc2)CC1` gave p47phox inh -108, BaF3 tox 1, S1P4 agonist 3.0, NPY-Y1 PAM-ag -8, S1P4 antag -11, NPY2 pot ag 9, Ba/F3 V617F tox -6, NPY Y1 blocker 1 and CHOP inhibitor 26.
Screening CCCCCNC(=O)CC1Nc2c3ccccc3nc(=S)n2C1=O (centres undefined) returned p47phox inh -4, BaF3 tox 4, S1P4 agonist -2.3, NPY-Y1 PAM-ag 10, S1P4 antag 6, NPY2 pot ag -2, Ba/F3 V617F tox 0, NPY Y1 blocker 4 and CHOP inhibitor 8.

Quoted at random: 3 records from the list.
O=C(O/N=C1\CCCc2ccccc21)c1ccc(F)cc1 was read as p47phox inh -13, BaF3 tox 2, S1P4 agonist -0.1, NPY-Y1 PAM-ag -11, S1P4 antag -16, NPY2 pot ag 7, Ba/F3 V617F tox 5, NPY Y1 blocker -3 and CHOP inhibitor 72*.
`Cc1cc(NCCCn2ccnc2)n2nc(C)c(-c3ccc(Cl)cc3)c2n1` gave p47phox inh 2, BaF3 tox 9, S1P4 agonist -2.7, NPY-Y1 PAM-ag 40, S1P4 antag 9, NPY2 pot ag 22, Ba/F3 V617F tox 2, NPY Y1 blocker -11 and CHOP inhibitor 12.
`COc1ccc(-c2c(C)n([O-])c3c([n+]2=O)CCCC3)cc1OC` gave p47phox inh -11, BaF3 tox 3, S1P4 agonist 2.0, NPY-Y1 PAM-ag -5, S1P4 antag -4, NPY2 pot ag 0, Ba/F3 V617F tox -1, NPY Y1 blocker 3 and CHOP inhibitor -1.

Screening results deposited in PubChem by several laboratories.
